High-throughput results deposited in PubChem by National Center for Advancing Translational Sciences (NCATS).
TRHR enhancer – qHTS for Small Molecule Agonists and Allosteric Enhancers of Human TRH Receptor: Primary Screen for Enhancers | Thyrotropin-releasing hormone receptor (Homo sapiens), P34981 | TRHR cells, fluo-8 calcium fluorescence, EC20 TRH enhancement | enhancement, % at 2 µM | 360,000 tested, 0.66% active | AID 493056, 2011; in the data active means enhancement above about 30%; further: 0% is about no effect
Target sequence (P34981 whole entry, looked up): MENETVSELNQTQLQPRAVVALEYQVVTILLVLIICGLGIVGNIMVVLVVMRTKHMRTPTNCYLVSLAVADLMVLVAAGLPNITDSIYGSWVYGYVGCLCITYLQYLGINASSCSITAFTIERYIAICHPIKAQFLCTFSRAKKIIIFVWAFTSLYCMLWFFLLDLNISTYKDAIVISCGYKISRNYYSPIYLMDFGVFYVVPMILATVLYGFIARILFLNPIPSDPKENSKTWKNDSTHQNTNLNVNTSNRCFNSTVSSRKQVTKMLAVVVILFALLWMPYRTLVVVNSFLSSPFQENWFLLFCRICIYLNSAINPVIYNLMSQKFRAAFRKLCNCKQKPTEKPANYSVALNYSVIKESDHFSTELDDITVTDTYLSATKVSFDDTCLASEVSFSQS
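TRHR-expressing cells loaded with fluo-8 calcium dye were read kinetically (ex 480/em 530) during compound addition, then stimulated with an EC20 of TRH (10 nM final). Enhancement of the Gq-mediated intracellular calcium response was scored.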
D1 potentiator – Potentiators of Human D1 Dopamine Receptor: qHTS; 360,000 tested, 0.036% active; potentiation, % at 10 µM; D(1A) dopamine receptor (Homo sapiens), P21728; HEK293 TREx D1 cells, calcium flux, dopamine EC20 potentiation; in the data active means potentiation above about 30%; further: 0% is about no effect
Apoferritin bind – qHTS Assay for Identification of Novel General Anesthetics; apoferritin/1-aminoanthracene competitive binding, fluorescence; Potency, µM (titrated, usually from 77.5 µM), for inactives: at the top dose activity change, negative = displacement, most hits filed as inhibitors; 350,000 tested, 0.074% active; further: potency means the concentration at half of the fitted maximal effect; on the % scale 0 is the no-effect control and ±100 the full control effect; nearly all actives have a fitted effect of over 20% in size
Target sequence (P02791 2-175 limits assumed): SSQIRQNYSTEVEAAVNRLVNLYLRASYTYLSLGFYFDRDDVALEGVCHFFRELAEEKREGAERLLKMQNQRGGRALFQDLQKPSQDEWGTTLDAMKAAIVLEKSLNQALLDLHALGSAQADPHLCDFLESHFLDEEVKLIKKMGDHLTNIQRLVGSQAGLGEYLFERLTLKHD
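Horse-spleen apoferritin (10 uM) in 50% saturated 1-aminoanthracene in PBS was incubated 10 min at room temperature with compound. Fluorescence (ex 380, em 535 nm) was normalized to free and bound 1-AMA, with concentration-response fitted by a four-parameter Hill equation.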
D1 agonist – Allosteric Agonists of the Human D1 Dopamine Receptor: qHTS; D(1A) dopamine receptor (Homo sapiens), P21728; HEK293 T-REx D1 cells, calcium flux, agonist mode; activation, % at 2 µM; 360,000 tested, 1% active; AID 504660, 2011; in the data active means activation above about 30%; further: 0% is about no effect
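Tetracycline-induced HEK293 TREx D1 cells, force-coupled to calcium signalling, were dye-loaded with a no-wash calcium kit. Compound was pin-added after a 10 s baseline. Fluorescence was read kinetically at 1 cycle/s for 180 s, with calcium rises flagged as agonism.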
RXFP1 antag – qHTS Assay for Antagonists of the Relaxin Receptor RXFP1 | Relaxin receptor 1 (Homo sapiens), Q9HBX9 | HEK293-RXFP1, relaxin-stimulated cAMP HTRF, 30 min; stronger effect = lower value | activity change, negative = inhibition, % at 57.5 µM | 350,000 tested, 0.59% active | AID 1259400, 2018;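 active means activity change of -60% or lower, but not beyond a set lower limit; inconclusive means change between -60% and -40%, or beyond the set limit; inactive means change above -40%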; further: on the % scale 0 is the no-effect control and ±100 the full control effect
D1 antagonist – Antagonist of Human D 1 Dopamine Receptor: qHTS; activity change, negative = inhibition, % at 10 µM; 360,000 tested, 3.2% active; HEK293 TREx D1 cells, calcium flux, dopamine EC80; stronger effect = lower value; D(1A) dopamine receptor (Homo sapiens), P21728; in the data active means activity change below about -30%; further: on the % scale 0 is the no-effect control and ±100 the full control effect
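Inducible Hek293 Trex D1 cells (tetracycline, overnight, 30 C). Calcium dye 30–90 min RT. Antagonist mode: EC80 dopamine added after 180 s compound read.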
TRHR agonist – qHTS for Small Molecule Agonists and Allosteric Enhancers of Human TRH Receptor: Primary Screen for Agonists; Thyrotropin-releasing hormone receptor (Homo sapiens), P34981; activation, % at 2 µM; TRHR cells, calcium flux fluo-8, FDSS agonist mode; 360,000 tested, 0.18% active; in the data active means activation above about 30%; further: 0% is about no effect
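Steps: seed TRHR cells overnight; add fluo-8 no-wash Ca dye, RT 30 min–1.5 h; record 10 s baseline; pin-transfer compounds; monitor fluorescence 1 cycle/s for the agonist window. Calcium increases flag candidate agonists.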
RXFP1 ag – qHTS Assay for Agonists of the Relaxin Receptor RXFP1; 370,000 tested, 0.3% active; AID 2676, 2010; Relaxin receptor 1 (Homo sapiens), Q9HBX9; Potency, µM (titrated, usually from 57.5 µM), inactives show top-dose activation, most hits filed as activators; HEK293T-RXFP1 cAMP TR-FRET, 30 min; response scale: percent of porcine relaxin response, buffer zero; further: potency means the concentration at half of the fitted maximal effect; on the % scale 0 is the no-effect control and ±100 the full control effect; nearly all actives have a fitted effect of over 60% in size; many of its hits are not listed in these tables
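cAMP rise read by TR-FRET after 30 min, 37C compound exposure (up to 58 uM) in RXFP1-transfected HEK293 cells with Ro 20174 present. EC50 from Hill-equation fits, with 29 nM porcine relaxin as 100% and buffer as basal.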
D2 PAM – HTS Assay for Positive Allosteric Modulators of the Human D2 Dopamine Receptor: Primary Screen for Potentiators | D(2) dopamine receptor (Homo sapiens), P14416 | HEK293 T-REx D2, calcium flux, EC20 dopamine potentiation | potentiation, % at 10 µM | 340,000 tested, 0.34% active | AID 485347, 2010;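 active means potentiation over 3 SD above the plate norm, cut at about 30% in these data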; further: 0% is about no effect
Target sequence (P14416 whole entry, looked up): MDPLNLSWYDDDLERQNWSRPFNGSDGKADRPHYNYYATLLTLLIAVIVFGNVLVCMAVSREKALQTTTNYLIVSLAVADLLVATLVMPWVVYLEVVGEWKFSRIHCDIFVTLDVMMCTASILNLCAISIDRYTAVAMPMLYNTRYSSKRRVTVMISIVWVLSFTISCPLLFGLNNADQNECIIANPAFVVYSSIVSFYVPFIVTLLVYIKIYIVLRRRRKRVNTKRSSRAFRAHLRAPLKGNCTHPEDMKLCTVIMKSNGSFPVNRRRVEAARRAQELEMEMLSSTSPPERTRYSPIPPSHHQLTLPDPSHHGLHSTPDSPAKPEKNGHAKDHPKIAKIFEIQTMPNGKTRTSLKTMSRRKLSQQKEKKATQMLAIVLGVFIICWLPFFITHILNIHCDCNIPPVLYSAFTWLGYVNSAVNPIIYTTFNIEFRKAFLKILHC
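Calcium flux readout, no-wash dye, 1 read/s. Inducible HEK293 Trex D2 line, overnight 30 C. Compound alone 180 s (agonist flags), then EC20 dopamine, another 180 s to score potentiation.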
Starred values were filed as active, the others as inactive; ? = inconclusive; nt = no result given; & = joins results of further samples; [ ] = dose if it differs, or a comment. Unless noted, the call rests on the fitted dose curve; in most records, active means well fitted curve in the direction sought with a large enough effect; inconclusive means small, poorly fitted or top-dose-only effect, or another doubt; inactive means no such curve, though single readings can be large; an effect the other way counts as inactive or inconclusive. These rows are one share of the data (hit frequency here may not be typical).

SMILES | TRHR enhancer | D1 potentiator | Apoferritin bind | D1 agonist | RXFP1 antag | D1 antagonist | TRHR agonist | RXFP1 ag | D2 PAM
Cc1ccc(-c2cc(C(=O)N(Cc3ccccc3)Cc3ccco3)no2)cc1F | -4 | -4 | -4% | 1 | -20 | 0 | -0.2 | -6.1% | -4
O=C(c1cnn(-c2ccc(F)cc2)c1-n1cccc1)N1CCN(c2ccccc2)CC1 | -4 | -1 | -1% | 2 | nt | -13 | -0.5 | -0.3% | -6
O=C(NC1CCCC1)C(c1ccccn1)N(Cc1ccc(F)cc1)C(=O)c1csnn1 (stereo not drawn) | -2 | nt | 4% | 3 | -1 | 2 | -0.6 | -0.6% | 5
COc1cccc(/C=C/c2nc(C#N)c(N3CCCCCC3)o2)c1 | -3 | 2 | 234%[activator] | 3 | nt | 0 | -1.8 | 10% | -7
COc1ccc(C(=O)NC2CCc3ccccc32)cc1OC1CCN(C(C)=O)CC1 (stereo not drawn) | -3 | -6 | -4% | 1 | -12 | -4 | -0.3 | 5.4% | 13
Cc1cc(Cl)ccc1C(=O)C1CCCN(C(=O)c2cncs2)C1 (stereo not drawn) | 6 | -5 | -12% | 6 | -30 | -3 | -0.1 | 2.0% | nt
O=C(CSc1nccc(=O)[nH]1)Nc1cccc(S(=O)(=O)N2CCOCC2)c1 | 2 | 3 | -2% | 3 | 0 | 7 | 0.3 | 24% | -15
CSCCC(NC(=O)c1ccco1)C(=O)NCc1ccc(F)cc1 (stereo not drawn) | 4 | -2 | 3% | 4 | -8 | -17 | -0.9 | 0.2% | 11
CCN(CC)c1ccc(CN(C(=O)Cc2coc3ccc(C)cc23)C2CCS(=O)(=O)C2)cc1 (stereo not drawn) | -4 | 3 | 3% | 3 | -25 | 51 | -0.5 | -0.2% | 7
CCOc1cc(C2CC(=O)Nc3cc4c(cc32)OCCO4)ccc1O (stereo not drawn) | 1 | 4 | -7% | 2 | 1 | -5 | 0.5 | -2.6% | 5
CC(CCN1CCN(c2ccccc2)CC1)c1ccccc1 (stereo not drawn) | 5 | -8 | 7% | 1 | -5 | -54* | 0.1 | 0.1% | -27
COc1ccc(-c2nnc3c4ccccc4c(-c4ccccc4)nn23)cc1 | 5 | 5 | -1% | -1 | 1 | 5 | -0.3 | 13% | -6
CCOC(=O)C1C(=O)C=C(N2CCOCC2)CC1c1cccc(OC)c1 (stereo not drawn) | 2 | 3 | -12% | 7 | -2 | -3 | -0.5 | 0.1% | 1
Cn1c(=O)c2c(ncn2CC(=O)OCC(=O)NC2CCCc3ccccc32)n(C)c1=O (stereo not drawn) | -7 | -12 | 3% | 1 | -4 | -2 | 0.5 | 2.5% | -1
CC(=O)Oc1ccc(C(=O)Nc2ccc(S(=O)(=O)NCC3CCCO3)cc2)cc1 (stereo not drawn) | -1 | -1 | -9% | 1 | 3 | -3 | 0.6 | 4.2% | nt
CCN(Cc1ccccc1)C(=O)CCc1c(C)nc2c(c(C)nn2-c2ccc(C)c(C)c2)c1C | 20 | -3 | 0% | 1 | nt | 6 | -0.1 | 14% | 12
COC(=O)C1=C(C)n2cnnc2NC1c1ccc(Cl)cc1 (stereo not drawn) | 4 | -4 | -5% | 2 | 11 | 17 | 0.2 | -0.6% | nt
COc1ccc(N=c2oc3cc(O)ccc3cc2C(=O)NCC2CCCO2)c(OC)c1 (stereo not drawn) | 22 | -3 | 63%[activator] | 8 | 7 | -1 | -0.1 | -2.6% | 2
COc1ccc(NC(=O)Cn2nc(C)c([N+](=O)[O-])c2C)cn1 | -1 | -4 | -7% | 4 | -10 | 14 | -1.0 | 0.8% | 2
COc1ccc2nc(-c3ccccc3)[nH]c2c1 | -4 | -4 | 5% | -2 | -7 | -12 | -0.8 | -0.7% | nt
Cn1cc(CN2CCc3c([nH]c4ccccc34)C2C(C)(C)C)cn1 (stereo not drawn) | 7 | -1 | -5% | 0 | -37 | -5 | -0.4 | -3.3% | -2
NC(=O)C1CCN(C(=O)c2cccc3ccccc23)CC1 | -6 | -8 | 0% | 0 | -7 | 7 | 1.1 | 0.4% | -2
O=C(c1cc(-c2ccc(Cl)cc2)on1)N1CCOCC1 | 1 | -2 | -7% | 1 | 7 | 7 | 0.6 | 2.1% | 2
Cc1nnc(NC(=O)CSc2nnc3scc(-c4ccc(C)c(C)c4)n23)s1 | 0 | -3 | -13% | 2 | 0 | -3 | -0.5 | 0.0% | 7
Cc1ccccc1NC(=O)CCC(=O)N/N=C/c1cccnc1 | -4 | -1 | -15% | 0 | 8 | -23 | 0.5 | 1.5% | 11

Given with values under each structure: 4 of the compounds above.
Order of results – TRHR enhancer | D1 potentiator | Apoferritin bind | D1 agonist | RXFP1 antag | D1 antagonist | TRHR agonist | RXFP1 ag | D2 PAM
> COc1ccc2nc(-c3ccccc3)[nH]c2c1
 : -4 | -4 | 5% | -2 | -7 | -12 | -0.8 | -0.7% | nt
> O=C(NC1CCCC1)C(c1ccccn1)N(Cc1ccc(F)cc1)C(=O)c1csnn1 (stereo not drawn)
 : -2 | nt | 4% | 3 | -1 | 2 | -0.6 | -0.6% | 5
> CCOc1cc(C2CC(=O)Nc3cc4c(cc32)OCCO4)ccc1O (stereo not drawn)
 : 1 | 4 | -7% | 2 | 1 | -5 | 0.5 | -2.6% | 5
> CC(=O)Oc1ccc(C(=O)Nc2ccc(S(=O)(=O)NCC3CCCO3)cc2)cc1 (stereo not drawn)
 : -1 | -1 | -9% | 1 | 3 | -3 | 0.6 | 4.2% | nt

Other results follow:
SMILES | TRHR enhancer | D1 potentiator | Apoferritin bind | D1 agonist | RXFP1 antag | D1 antagonist | TRHR agonist | RXFP1 ag | D2 PAM
Cc1ccccc1C(=O)Nc1nnc(SCC(=O)NC2CC2)s1 | 6 | 6 | -5% | 5 | -6 | -7 | 0.4 | 1.9% | 8
CCn1c(SCc2ccccc2F)nnc1-c1ccncc1 | 12 | -14 | -4% | 3 | 1 | 5 | 0.8 | 3.8% | 5
COc1ccc(NC(=O)C2CCN(S(=O)(=O)c3cccc4nonc34)CC2)cc1OC | -4 | 0 | -3% | -2 | -8 | -6 | 0.1 | 1.3% | 3
O=C(NC1CCCC1)C(c1ccccc1)N(Cc1ccco1)C(=O)Cc1cccs1 (stereo not drawn) | -11 | -3 | -11% | -1 | 17 | 8 | -0.6 | -1.2% | 12
Cc1onc(-c2ccccc2)c1C(=O)NC(C)c1ccc2c(c1)OCO2 (stereo not drawn) | -2 | 3 | -5% | 3 | -1 | -5 | -0.8 | 0.6% | 0
CCOc1ccc(N2C(=O)C3CCCN3C2=O)cc1 (stereo not drawn) | 4 | 8 | 3% | 0 | 1 | -17 | 0.3 | -0.6% | 7
C[C@H](NC(=O)c1nc[nH]c1C(=O)N[C@@H](Cc1ccccc1)C(=O)OCc1ccccc1)c1ccccc1 | 4 | -2 | -13% | 13 | nt | 12 | 1.0 | 2.6% | -4
COc1ccc(-c2nc3ccccn3c2Cl)cc1 | 12 | 4 | -10% | 0 | -4 | 7 | -2.3 | 1.1% | -4
O=C(O)C1CCC(CNCc2ccncc2)CC1 (stereo not drawn) | -6 | -8 | -2% | 0 | 10 | -20 | 0.6 | 2.3% | -2
COC(C(=O)Nc1ccnn1C1CCN(Cc2ccc(C)s2)CC1)c1ccccc1 (stereo not drawn) | -2 | 0 | -10% | 1 | 1 | 41 | 0.5 | -1.5% | 8
O=C(COC(=O)c1ccc(Br)o1)Nc1ccc(S(=O)(=O)N2CCCC2)cc1 | 0 | 0 | -23% | 0 | -6 | -1 | -0.9 | 1.1% | 9
CCCOc1ccccc1Nc1nnc(C)c(=O)[nH]1 | 12 | -2 | -11% | 2 | 0 | 2 | 0.4 | -0.3% | -1
Cc1ccc(C)c(NC(=O)C(Sc2nc3ccccc3c(=O)n2CC(C)C)c2ccccc2)c1 (stereo not drawn) | 6 | -2 | -12% | 1 | 2 | 9 | -1.0 | 3.4% | -1
Cc1cccc(C(=O)NCC(=O)N2CCC2)c1 | 4 | -15 | nt | 1 | 0 | -17 | 2.8 | 2.2% | 9
COc1cc(C)nc(N2CCCC(C(=O)NC3CCC(C)CC3)C2)n1 (stereo not drawn) | -7 | 1 | -6% | 1 | -4 | -21 | -0.1 | -0.5% | 1
Oc1cccc(C(=S)N2CCC(Cc3ccccc3)CC2)c1 | 4 | 3 | ? | 1 | -4 | 0 | 0.1 | 1.4% | 3
COc1ccc2[nH]c3c(=O)n(/N=C/c4ccc(OC)c(CN5CCCC5)c4)c(C)nc3c2c1 | -7 | -2 | -1% | 4 | -7 | 0 | 2.3 | 1.8% | 14
COc1cccc(C(=O)NNC(=O)C(=O)Nc2cccc(Cl)c2C)c1 | -9 | 1 | 9% | -2 | -70* | 8 | -0.4 | 0.9% | 2
COc1ccc(C(=O)N/C(=C/c2ccco2)C(=O)NCc2ccco2)cc1 | 7 | 0 | -8% | -1 | -1 | 8 | -0.2 | -1.8% | 3
Cc1ccc(NC(=O)c2ccccc2NS(=O)(=O)c2ccc(Cl)s2)cc1 | -4 | 0 | -5% | 26 | -24 | -44* | 3.7 | -1.3% | nt
Cc1oc(-c2ccccc2Cl)nc1CS(=O)CC(=O)NCc1ccc(Cl)cc1 (stereo not drawn) | 2&-2 | -6&-4 | ? | 3&3 | -2&-21 | 9&6 | 0.0&-0.1 | 0.9%&-1.1% | 1&-8
Cc1cccc(CC(=O)Nc2cccc(-c3nc4cccnc4s3)c2)c1 | 0 | 1 | 16% | 3 | -20 | 7 | 0.2 | -1.0% | 10
CCNC(=S)NS(=O)(=O)c1ccc(C)cc1 | 5 | -7 | -8% | 1 | 1 | -13 | 0.4 | 1.5% | -3
